Dyrk1A ADPGlo: Dyrk1A (rat) kinase inhibition | ADP-Glo luminescence, NFATc1 peptide | inhibition, % at 12.5 µM | 310,000 compounds, 0.43% hits | AID 504441; in the data active = inhibition above about 50%;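 also: plate controls were vehicle with enzyme for no effect and no enzyme for full effect; many of its hits are not listed in these tables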
KCNK3 block: human KCNK3 channel inhibition, primary screen. O14649. CHO-KCNK3 thallium flux, FluxOR fluorescence; stronger effect = lower value. B-score at 10 µM. 340,000 compounds, 0.84% hits. AID 602410;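 active = B-score under library mean minus 4 SD, starting fluorescence ratio at most library mean plus 5 SD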;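 also: more negative B-score means stronger inhibition of thallium flux through KCNK3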
TRPC4 act: opens the mouse TRPC4 cation channel; Q9QUQ5; HEK293 TRPC4beta/mu-opioid, Fluo4 calcium fluorescence; stronger effect = higher value; B-score at 10 µM; 310,000 compounds, 0.49% hits; AID 2237;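 active = B-score above 5 SD of library B-scores, and initial fluorescence ratio not above library mean plus 5 SD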;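 also: positive B-score marks a calcium rise read as TRPC4 activation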
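Assay system – TRPC4beta and mu-opioid receptor HEK293 stable cells · Measured by – Fluo4 fluorescence, kinetic · Schedule – dye loading 45 min room temperature, 110 s kinetic read · Read-out – B-scored integrated calcium fluorescence ratio · Controls – buffer and maximal DAMGO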
TMEM16A inh: mouse TMEM16A channel inhibition, primary screen | Q8BHY3 | HEK293 TMEM16A/YFP iodide influx fluorescence, ionomycin | normalized B-score (activity score, 25-100; higher = stronger inhibition) at 10 µM | 310,000 compounds, 1.2% hits | AID 588511;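 active = ratio plate-corrected score three or more library SD toward inhibition, starting fluorescence score within five deviations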;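 also: score derived from kinetic fluorescence span divided by baseline fluorescence per well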
TRPC4 PAM: allosterically enhances the mouse TRPC4 cation channel; Q9QUQ5; HEK293 TRPC4beta/mu-opioid, DAMGO EC20, Fluo-4 Ca2+ flux; stronger effect = higher value; B-score at 10 µM; 310,000 compounds, 0.42% hits; AID 2227;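 active = B-score of calcium response area above 5 SD of library B-scores, with initial fluorescence ratio within 5 SD of library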;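 also: B-score of integrated fluorescence ratio over time as area under calcium response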
hERG protect: hERG (human) protection from proarrhythmic block; CHO-hERG, FluxOR thallium flux, dofetilide IC70 present; 310,000 compounds, 0.51% hits; Q12809; AID 1511; activation (rescue from dofetilide block), less the hit threshold, % at 10 µM;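 active = activation above the mean of controls blocked by dofetilide plus 5 SD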;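 also: thallium influx through hERG after potassium depolarization seen as dye fluorescence rise; in these data hits start at about 4.7%; inactives centre near -7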
Target sequence (Q12809 whole entry, looked up): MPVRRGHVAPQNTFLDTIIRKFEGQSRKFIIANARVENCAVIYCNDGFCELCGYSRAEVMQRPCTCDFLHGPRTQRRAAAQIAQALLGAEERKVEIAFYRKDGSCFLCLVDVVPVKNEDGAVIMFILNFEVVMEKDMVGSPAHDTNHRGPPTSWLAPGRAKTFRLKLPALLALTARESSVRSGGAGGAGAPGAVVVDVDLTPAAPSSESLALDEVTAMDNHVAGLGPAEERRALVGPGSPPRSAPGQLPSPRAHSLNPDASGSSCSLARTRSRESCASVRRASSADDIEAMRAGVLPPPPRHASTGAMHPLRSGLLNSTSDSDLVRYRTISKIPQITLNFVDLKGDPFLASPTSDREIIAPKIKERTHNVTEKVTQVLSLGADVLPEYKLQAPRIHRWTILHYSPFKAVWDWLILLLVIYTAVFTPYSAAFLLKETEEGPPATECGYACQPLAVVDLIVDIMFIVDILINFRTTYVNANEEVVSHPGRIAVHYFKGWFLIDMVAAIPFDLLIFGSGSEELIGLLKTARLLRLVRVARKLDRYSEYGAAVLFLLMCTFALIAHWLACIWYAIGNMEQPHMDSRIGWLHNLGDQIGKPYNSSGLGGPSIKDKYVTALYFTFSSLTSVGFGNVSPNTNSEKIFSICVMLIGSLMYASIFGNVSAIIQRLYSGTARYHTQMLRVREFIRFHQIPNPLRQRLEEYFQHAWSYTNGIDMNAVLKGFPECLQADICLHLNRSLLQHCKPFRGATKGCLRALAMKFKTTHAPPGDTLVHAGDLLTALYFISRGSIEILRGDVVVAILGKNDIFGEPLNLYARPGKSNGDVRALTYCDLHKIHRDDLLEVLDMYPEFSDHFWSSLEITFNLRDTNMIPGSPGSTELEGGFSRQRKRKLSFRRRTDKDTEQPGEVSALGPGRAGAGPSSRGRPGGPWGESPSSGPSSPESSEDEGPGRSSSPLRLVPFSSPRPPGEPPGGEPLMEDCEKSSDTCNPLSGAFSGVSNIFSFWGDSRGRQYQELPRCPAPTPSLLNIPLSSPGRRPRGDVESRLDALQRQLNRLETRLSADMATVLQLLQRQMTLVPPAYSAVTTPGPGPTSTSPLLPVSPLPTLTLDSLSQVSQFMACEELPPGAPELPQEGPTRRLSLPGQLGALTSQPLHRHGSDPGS
KCNQ1 pot: potentiates or activates the human KCNQ1 potassium channel. 310,000 compounds, 0.35% hits. B-score at 10 µM. P51787. CHO-K1 KCNQ1, thallium flux FluxOR fluorescence; stronger effect = higher value. AID 2648;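 active = fluorescence ratio B-score, a plate-corrected score, at least three library SD, with initial intensity B-score within 5 SD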
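Assay system: stable KCNQ1 CHO-K1 line; medium: assay buffer, equal DMSO in all wells; timing: 90 min dye loading and 20 min compound exposure, both at room temperature; technique: kinetic FluxOR thallium fluorescence, 10-s 1-Hz baseline, 110-s post-stimulus read; read-out basis: B score of baseline-normalized fluorescence ratio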
HDAC3 inh: inhibitors of human histone deacetylase 3; O15379; recombinant HDAC3, fluorogenic peptide/trypsin coupled, fluorescence; inhibition, % at 8.3 µM; 320,000 compounds, 0.15% hits; AID 2718; in the data active = inhibition above about 26%, passing the limit was not always enough
KCNQ1 inh: human KCNQ1 channel inhibition. B-score at 10 µM. CHO-K1 KCNQ1, FluxOR thallium flux fluorescence; stronger effect = higher value. P51787. 310,000 compounds, 1.3% hits;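 active = compounds whose thallium flux B-score, printed positive for inhibition, exceeds three library SD while starting fluorescence stays within three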;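 also: channel opened by potassium depolarization with thallium stimulus after 20 min compound exposure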
TMEM16A act: mouse TMEM16A channel activation, primary screen | AID 623877 | HEK293 TMEM16A/YFP-H148Q/I152L, iodide quench fluorescence; stronger effect = lower value | B-score at 10 µM | 340,000 compounds, 0.3% hits;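 active = fluorescence-ratio B-score plate-corrected deviation score at least 3 library SD below zero, with starting fluorescence score within 5 deviations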;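 also: channel opened by trigger with iodide after compound preincubation; score built on the fluorescence ratio of max minus min over baseline; more negative score means more quench and so TMEM16A activation or potentiation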
KCNK9 inh: inhibitors of human KCNK9 two-pore domain potassium channel; Q9NPC2; B-score at 10 µM; 310,000 compounds, 1.2% hits; HEK293 KCNK9, FluxOR thallium flux fluorescence; stronger effect = lower value;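 active = ratio B-score over 3 SD below the library mean, with starting fluorescence within 5 SD of its mean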;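 also: negative B-score means less thallium flux so channel inhibition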
Active calls of the source: *; i = inactive; nt = no result given. An excerpt; rates above refer to the full screens.

SMILES | Dyrk1A ADPGlo | KCNK3 block | TRPC4 act | TMEM16A inh | TRPC4 PAM | hERG protect | KCNQ1 pot | HDAC3 inh | KCNQ1 inh | TMEM16A act | KCNK9 inh
Cc1ccccc1C(=O)NCC(=O)Nc1ccccc1C(F)(F)F | -3 | i | i | i | i | -12 | i | -1 | i | i | i
CCOC(=O)c1c(NC(=O)Cn2nnc3ccccc32)sc2c1CCC(C)C2 (configuration not stated) | -5 | i | i | i | i | -5 | i | 12 | i | i | i
CC(=O)Nc1ccc(NC(=O)COC(=O)c2ccc(C)s2)cc1 | -2 | i | i | i | i | -4 | i | 2 | i | i | i
Cc1nn(Cc2ccc(Cl)cc2)c(C)c1NC(=O)c1noc2c1CCCCC2 | -3 | i | i | i | i | -14 | i | -3 | i | i | i
Cc1ccc(-n2nnnc2SCC(=O)Nc2ccc3c(c2)COC3=O)cc1C | -5 | i | i | i | i | -3 | i | 0 | i | i | i
COc1ccccc1OC(=O)C1CC(=O)N(c2ccc(Cl)cc2)C1 (configuration not stated) | 4 | i | i | i | i | -16 | i | 1 | i | i | i
Cc1cc(C(=O)NCc2cccnc2)n(-c2ccccc2)n1 | 0 | i | i | i | i | -11 | i | -8 | i | i | i
CNC(=O)COC(=O)c1ccc(NS(=O)(=O)c2ccc3c(c2)OCCO3)cc1 | nt | i | i | i | i | -9 | i | 0 | i | i | i
Cc1ccccc1N1CC(C(=O)Nc2nnc(SCc3cccnc3)s2)CC1=O (configuration not stated) | -1 | i | i | i | i | -6 | i | -2 | i | i | i
Cc1ccc(C)c(S(=O)(=O)N2CCCCC2CCNC(=O)C(=O)NCc2ccccn2)c1 (configuration not stated) | 6 | i | i | i | i | -17 | i | -1 | i | i | i
COc1ccc(C(=O)Nc2ccc(N3CCN(C(=O)c4cccs4)CC3)cc2)cc1Br | 1 | i | i | i | i | -11 | i | 1 | i | i | i
COc1ccc(CN2C(=O)Cc3c2nc(N)c2c(N)nc(N4CCOCC4)c(C#N)c32)cc1 | -2 | i | i | i | i | -12 | i | -1 | i | i | i

Compounds shown so far containing an aryl thioether with sulfur outside any ring (2):
SMILES | Dyrk1A ADPGlo | KCNK3 block | TRPC4 act | TMEM16A inh | TRPC4 PAM | hERG protect | KCNQ1 pot | HDAC3 inh | KCNQ1 inh | TMEM16A act | KCNK9 inh
Cc1ccc(-n2nnnc2SCC(=O)Nc2ccc3c(c2)COC3=O)cc1C | -5 | i | i | i | i | -3 | i | 0 | i | i | i
Cc1ccccc1N1CC(C(=O)Nc2nnc(SCc3cccnc3)s2)CC1=O (configuration not stated) | -1 | i | i | i | i | -6 | i | -2 | i | i | i

(next part)
SMILES | Dyrk1A ADPGlo | KCNK3 block | TRPC4 act | TMEM16A inh | TRPC4 PAM | hERG protect | KCNQ1 pot | HDAC3 inh | KCNQ1 inh | TMEM16A act | KCNK9 inh
CSc1ccccc1-n1nnnc1SCC(=O)Nc1cc(C)ccc1C | 1 | i | i | i | i | -4 | i | 9 | i | i | i
N#Cc1ccc(N2C(=O)[C@@H]3C(C(=O)C(c4ccccc4)c4ccccc4)=NN[C@@H]3C2=O)cc1 | 5 | i | i | i | i | -7 | i | 5 | i | i | i
Cn1c(C(C#N)C(=O)Cc2cccc3ccccc23)nc2ccccc21 (configuration not stated) | -3 | i | i | i | i | -5 | i | 4 | i | i | i
O=C(NCCc1cccs1)c1ccc(Cl)c(Cl)c1 | -1 | i | i | i | i | -10 | i | 5 | i | i | i
CCOC(=O)c1ccccc1NC(=O)c1ccc2nc[nH]c2c1 | 0 | i | i | i | i | -5 | i | -2 | i | i | i
O=C(/C=C/c1ccccc1)NC(=O)c1ccccc1O | -2 | i | i | i | i | -10 | i | -1 | i | i | i
CCOC(=O)C1CCCN(C(=O)CC(C)c2ccccc2)C1 (configuration not stated) | -8 | i | i | i | i | -3 | i | 2 | i | i | i
Cc1ccc(-c2n[nH]c(=O)c3ccccc23)cc1S(=O)(=O)Nc1ccc(F)cc1 | 0 | i | i | i | i | -1 | i | -1 | i | i | i
CCn1c(C)nc2cc(C(=O)NNC(=O)CCC3CCCC3)ccc21 | -1 | i | i | i | i | -5 | i | 1 | i | i | i
Cc1nc(SCC(=O)Nc2ccc(F)cc2)c(C#N)c(C)c1CC(=O)c1ccc(Br)cc1 | 2 | i | i | i | i | 2 | i | -4 | i | i | i
CCCn1c(N)c(N(CCOC)C(=O)c2ccccc2F)c(=O)[nH]c1=O | 2 | i | i | i | i | -4 | i | 2 | i | i | i
NC(=O)C1CCN(CC(=O)c2c[nH]c3ccc(F)cc23)CC1 | 2 | i | i | i | i | -6 | i | 5 | i | i | i
N#CN(CC(N)=O)c1nc(N2CCCCC2)nc(N2CCCCC2)n1 | 4 | i | i | i | i | -7 | i | -5 | i | i | i
Cc1ccc(C(CNS(=O)(=O)c2ccc(F)cc2)N2CCN(C)CC2)cc1 (configuration not stated) | -4 | i | i | i | i | -12 | i | -6 | i | i | i
Cc1ccc(N(CC(=O)O)S(C)(=O)=O)cc1Cl | -2 | i | i | i | i | -3 | i | 2 | i | i | i
CSc1ccc(CNCCCSc2ncccn2)cc1 | -1 | i | i | i | i | -5 | i | 3 | i | i | i
O=C(C1CCC(=O)N1C1CCCCC1)N1CCN(c2ccc(F)cc2)CC1 (configuration not stated) | nt | i | i | i | i | -1 | i | nt | i | i | i
COc1ccc(S(=O)(=O)NC(CC(=O)NCc2ccco2)C(C)C)cc1 (configuration not stated) | 5 | i | i | i | i | -11 | i | -1 | i | i | i
Cc1cc(=O)[nH]c(SCC(=O)N(CCC#N)c2ccccc2)c1C#N | -2 | i | i | i | i | -9 | i | -4 | i | i | i
C=CCN1C(=O)c2ccc(C(=O)N(C)CC(=O)Nc3ccccc3Br)cc2C1=O | -4 | i | i | i | i | -14 | i | 2 | i | i | i
O=C(NCCc1c[nH]c2ccccc12)/C(=C\c1cccnc1)NC(=O)c1ccccc1F | -6 | i | i | i | i | -7 | i | 7 | i | i | i
Cc1ccc(S(=O)(=O)N2CCCC2)cc1[N+](=O)[O-] | 0 | i | i | i | i | -3 | i | 5 | i | i | i
O=C(Cc1cccs1)Nc1nc(-c2ccc(F)c(F)c2)cs1 | -3 | i | i | i | i | -6 | i | 5 | i | i | i
CCN(CC)S(=O)(=O)c1ccc2c3c(cccc13)C(=O)N2 | 14 | i | i | i | i | -13 | i | -6 | i | i | i
FC(F)(F)c1cccc(N2CCN(C(=S)NCC3CCCO3)CC2)c1 (configuration not stated) | 1 | i | i | 25* | i | -11 | i | 2 | i | i | i
COC(=O)c1ccc(NC(=O)C(=O)c2cccn2C)cc1 | 11 | i | i | i | i | -12 | i | 5 | i | i | i
COc1cc(C(C)=O)ccc1OCc1cc(C(=O)N2CCSCC2)no1 | nt | i | i | i | i | -10 | i | -1 | i | i | i
COc1ccccc1N(CC(=O)NCCSCc1ccc(Cl)cc1)S(C)(=O)=O | 1 | i | i | i | i | -4 | i | 8 | i | i | i
COc1ccc(NC(=O)CCC(=O)c2ccc(-c3ccccc3)cc2)cc1 | -3 | i | i | i | i | -5 | i | 5 | i | i | i
COc1ccc(S(=O)(=O)NCc2ccc(C)cc2)cc1 | 7 | i | i | i | i | -12 | i | 6 | i | i | i
O=C(Cc1ccc(Cl)cc1)Nc1ccc(N2CCN(C(=O)c3ccco3)CC2)c(Cl)c1 | -1 | i | i | i | i | -2 | i | -9 | i | i | -9.8*
c1ccc(-c2nnc(SCc3nc4ccccc4[nH]3)n2Cc2ccco2)nc1 | 2 | i | i | i | i | -16 | i | -1 | i | i | i
CCOc1ccc(CNC(=O)CCc2cn(C)c3ccccc23)cc1 | -3 | i | i | i | i | -6 | i | 3 | i | nt | i
C/C=C/C=C\C(=O)Nc1cccc(C2=NOC3(C2)C[C@@H](C(N)=O)N(C(=O)/C(C)=C/C)C3)c1 (some centres not stated) | 3 | i | i | i | i | -7 | i | 3 | i | i | i
CCOC(=O)c1sc(NC(=O)CSc2ccccn2)c(C#N)c1C | -8 | i | i | i | i | -1 | i | 0 | i | i | i
COc1ccc(C(=O)NCC(=O)N2CCC3(CC2)NCCc2[nH]cnc23)cc1 | -1 | i | i | i | i | -4 | i | -5 | i | i | i
CCOC(=O)c1sc(NC(=O)CCN2C(=O)c3cccc([N+](=O)[O-])c3C2=O)c(C(=O)OCC)c1C | -1 | i | i | i | i | -11 | i | -1 | i | i | i
O=C(Cc1coc(-c2ccc(F)cc2)n1)Nc1ccccc1 | 6 | i | nt | i | nt | nt | nt | 1 | nt | i | nt
Fc1ccc(-n2c(-c3cccs3)nc3nc4ccccc4nc32)cc1 | -4 | i | i | i | i | -1 | i | -2 | i | i | i
CCOc1[nH]n(-c2ccccc2)c(=O)c1C=Nc1ccc(C)cc1 | 1 | i | i | i | i | -1 | i | 8 | i | i | i
CC(C)(C)C1CCc2c(sc(NC(=O)c3ccco3)c2C(N)=O)C1 (configuration not stated) | 2 | i | nt | i | nt | nt | nt | 0 | nt | i | nt
CCCOc1ccc(C(=O)Nc2ccc(NC(=O)c3cccs3)cc2)cc1 | 0 | i | i | i | i | -4 | i | -6 | i | i | i
COc1cccc(C(=O)N2CCC(C(=O)N3CCN(C)CC3)CC2)c1 | -10 | i | i | nt | i | -10 | i | nt | i | i | i
O=C(NCCc1ccccc1)C(=O)NCC1OCCN1S(=O)(=O)c1ccc([N+](=O)[O-])cc1 (configuration not stated) | -2 | i | i | i | i | -5 | i | -9 | i | i | i
COC(=O)c1ccc(Cl)c(NC(=O)c2cccc([N+](=O)[O-])c2C)c1 | -1 | i | i | i | i | -9 | i | 8 | i | i | i
O=C(Nc1ccccc1)c1ccccc1NC(=O)c1ccccc1C(=O)O | nt | i | i | i | i | -10 | i | -6 | i | i | i
COc1cc(OC)c2c(c1)C(=O)OC2 | 11 | i | i | i | i | -6 | i | 0 | i | i | i
COc1ccc(CCN(Cc2cccs2)S(=O)(=O)c2ccc(S(=O)(=O)N3CCC(C)CC3)cc2)cc1OC | -3 | i | i | i | i | -12 | i | -5 | i | i | i
O=C(NCCc1ccccc1)/C(=C/c1ccco1)c1ccccc1 | 0 | i | i | i | i | -12 | i | 7 | i | i | i
